LMPTP inh = LMPTP phosphatase inhibitors, primary screen, biochemical, fluorescence intensity, uHTS. AID 651560, 2012. inhibition, % at 20 µM. recombinant LMPTP-A, OMFP fluorogenic substrate. 360,000 compounds, 0.22% hits. Low molecular weight phosphotyrosine protein phosphatase (Homo sapiens), P24666;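 active means compounds that cut the enzyme signal by at least half of the control window in the single-dose screen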;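 further: plate controls were DMSO wells with enzyme plus substrate for no effect and substrate without enzyme for full effect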
Target sequence (P24666 whole entry, looked up): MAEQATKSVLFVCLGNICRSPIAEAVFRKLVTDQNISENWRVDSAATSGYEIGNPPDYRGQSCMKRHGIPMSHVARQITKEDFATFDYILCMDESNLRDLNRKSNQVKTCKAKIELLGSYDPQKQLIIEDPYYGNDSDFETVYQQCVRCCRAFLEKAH
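Test system: LMPTP-A phosphatase enzyme. Amount: LMPTP-A at 0.625 nM final in the reaction. Reagent: OMFP substrate, 400 µM final. Times: 50 min at room temperature. Signal: endpoint fluorescence intensity from OMFP dephosphorylation. Read-out basis: % inhibition. Benchmarks: no-enzyme and uninhibited controls.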
SUMO1-SIM PPI = modulators of SUMO1 protein-protein interactions, primary screen, biochemical, uHTS; Small ubiquitin-related modifier 1 (Homo sapiens), P63165; SUMO1 binding to a labelled peptide, TR-FRET, 1 h; inhibition, % at 20 µM; 360,000 compounds, 0.33% hits; AID 602429, 2012; in the data active means inhibition above about 37%
Target sequence (P63165 whole entry, looked up): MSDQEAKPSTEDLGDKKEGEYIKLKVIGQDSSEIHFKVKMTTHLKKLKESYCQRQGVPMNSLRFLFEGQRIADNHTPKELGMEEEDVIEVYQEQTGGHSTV
Tb MetRS inh = T. brucei MetRS inhibitors, primary screen, biochemical, luminescence | methionyl-tRNA synthetase (Trypanosoma brucei brucei) | purified T. brucei MetRS, ATP depletion, Kinase-Glo luminescence | inhibition, % at 11.9 µM | 360,000 compounds, 0.4% hits;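 active means inhibition above a per-plate cutoff of the control wells' mean inhibition plus 3 SD, cut at about 5.5% in these data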;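 further: 0% = DMSO wells median and 100% = median of wells with control inhibitor compound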
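System: purified T. brucei MetRS enzyme / Detection: Kinase-Glo luciferase luminescence reporting remaining unconsumed ATP / Medium: HEPES buffer with MgCl2, KCl, DTT, spermine, BSA, pyrophosphatase / Replication: singlicate, one well per compound / Evaluation: percent inhibition relative to median high and low control wells / Schedule: 2 h aminoacylation at 25 °C after 15 min preincubation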
CSN deneddyl inh = inhibitors of CSN-mediated cullin deneddylation, primary screen, biochemical, fluorescence polarization, uHTS; COP9 signalosome complex subunit 5 (Homo sapiens), Q92905; inhibition, % at 12.5 µM; 360,000 compounds, 0.38% hits; AID 651999, 2013; Purified CSN, SCF-Nedd8-OG deneddylation;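 active means pattern-corrected inhibition above about 35%, with an unprinted fluorescence ratio check between 0.5 and 1.5, limit read from the data, passing the limit was not always enough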;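 further: 0% = enzyme with substrate and 100% = substrate without enzyme; some results filed as inactive read as strong as hits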
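Detection – fluorescence polarization · System – HEK293T-derived human Csn5 enzyme · Controls – substrate-only high control, full reaction low control · Timing – 90 min, room temperature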
STEP inh = STEP phosphatase inhibitors, primary screen, biochemical, fluorescence intensity, uHTS; Tyrosine-protein phosphatase non-receptor type 5 (Homo sapiens), P54829; recombinant STEP, OMFP fluorogenic substrate; inhibition, % at 20 µM; 360,000 compounds, 0.25% hits; AID 588621, 2011;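 active means inhibition at 20 µM, scaled per plate between control wells, above about 37%, limit read from the data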;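 further: 0% = DMSO with enzyme and substrate and 100% = substrate only without enzyme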
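System: isolated STEP enzyme; schedule: 20 min enzyme reaction at room temperature, protected from light; medium: Bis-Tris buffer pH 6.0, 2.5 mM DTT, 0.005% Tween 20; signal: fluorescence, 480/540 nm; dosing: single compound dose of 20 µM, 1% DMSO final; also added: OMFP substrate, 25 µM final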
NadD inh = inhibitors of S. aureus NadD, primary screen, biochemical, colorimetric, uHTS; purified NadD enzyme, colorimetric absorbance read-out; 360,000 compounds, 0.78% hits; inhibition, % at 20 µM; AID 602399, 2012; in the data active means inhibition above about 26%; further: some compounds past the cut are filed as inactive
Rpn11 inh = Rpn11 (PSMD14) deubiquitinase inhibitors, primary screen, biochemical, fluorescence polarization, uHTS | 360,000 compounds, 0.59% hits | human 26S proteasome, Ub4-pepOG fluorescence polarization; 20S core pre-blocked with epoxomicin | calls only at 20 µM | AID 588493, 2011 | 26S proteasome non-ATPase regulatory subunit 14 (Homo sapiens), O00487;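 active means inhibition at 20 µM, scaled to each plate's controls, above about 33%, limit read from the data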
Scp-1 inhibitor = Scp-1 phosphatase inhibitors, primary screen, biochemical, colorimetric, uHTS. Carboxy-terminal domain RNA polymerase II polypeptide A small phosphatase 1 (Homo …. Recombinant Scp1, phosphopeptide, malachite green phosphate absorbance. inhibition, % at 20 µM. 340,000 compounds, 0.88% hits;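 active means inhibition above about 50% at 20 µM, limit read from the data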;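 further: plate controls were DMSO wells with enzyme for no effect and wells lacking enzyme for full effect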
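Times: enzyme reaction 45 min at room temperature, colour 5 min, stabilisation 30 min. Material: SCP-1 catalytic fragment, aa 76-261. Medium: Acidic Tris acetate buffer with magnesium and detergent. Signal: colorimetric free-phosphate detection, absorbance 630 nm. Read-out basis: % inhibition of SCP-1 phosphate liberation. Reagent: Phosphorylated 17-residue peptide substrate.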
DNMT1 inh = human DNMT1 methyltransferase inhibitors, primary screen, biochemical, molecular beacon, fluorescence, HinP1I cleavage, uHTS; DNA (cytosine-5)-methyltransferase 1 (Homo sapiens), P26358; 360,000 compounds, 0.83% hits; inhibition (reported as % activation of signal), % at 10 µM; in the data active means inhibition above about 50%
MLLE-PAM2 inh = inhibitors of PABP1 MLLE–PAM2 peptide binding, primary screen, biochemical, fluorescence polarization, FITC-PAM2, GST-MLLE | inhibition, % at 20 µM | 360,000 compounds, 0.36% hits | AID 588489, 2011 | Polyadenylate-binding protein 1 (Homo sapiens), P11940; in the data active means inhibition above about 35%, passing the limit was not always enough;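 further: plate controls were DMSO wells with GST-MLLE for no effect and wells lacking GST-MLLE protein for full effect; some results filed as inactive read as strong as hits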
Target sequence (P11940 whole entry, looked up): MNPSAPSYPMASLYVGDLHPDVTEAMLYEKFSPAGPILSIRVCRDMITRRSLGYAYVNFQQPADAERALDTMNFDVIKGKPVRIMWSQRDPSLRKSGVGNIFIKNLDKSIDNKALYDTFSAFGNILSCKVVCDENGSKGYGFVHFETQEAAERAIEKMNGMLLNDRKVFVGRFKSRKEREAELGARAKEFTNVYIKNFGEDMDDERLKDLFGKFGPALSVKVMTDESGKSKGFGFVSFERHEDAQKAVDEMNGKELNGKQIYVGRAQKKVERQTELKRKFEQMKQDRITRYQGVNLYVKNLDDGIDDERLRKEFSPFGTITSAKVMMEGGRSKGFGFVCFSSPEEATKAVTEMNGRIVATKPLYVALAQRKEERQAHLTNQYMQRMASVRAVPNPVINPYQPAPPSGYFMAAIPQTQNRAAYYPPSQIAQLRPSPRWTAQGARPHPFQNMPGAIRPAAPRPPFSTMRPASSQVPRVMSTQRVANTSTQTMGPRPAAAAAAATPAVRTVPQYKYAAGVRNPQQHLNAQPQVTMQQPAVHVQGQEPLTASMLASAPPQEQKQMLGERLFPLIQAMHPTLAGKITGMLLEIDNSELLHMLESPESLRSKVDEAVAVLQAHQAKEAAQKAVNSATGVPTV
The depositor's hits bear a star; i = inactive; · = not tested or not shown. This is a random part of the collection, and some 3.6% of all compounds hit somewhere here.

SMILES | LMPTP inh | SUMO1-SIM PPI | Tb MetRS inh | CSN deneddyl inh | STEP inh | NadD inh | Rpn11 inh | Scp-1 inhibitor | DNMT1 inh | MLLE-PAM2 inh
Cc1ccccc1NC(=S)NCC1CCC(CNC(=S)Nc2ccccc2C)CC1 (stereo not drawn) | 0.5 | -1 | 0.1 | -5 | 1 | 5 | i | -4 | 0 | 8
CN(C)c1ccc(NC(=O)c2cccc(N3C(=O)C4C5C=CC(C5)C4C3=O)c2)cc1 (stereo not drawn) | -0.7 | 0 | -0.6 | 4 | -4 | 2 | i | -4 | -6 | 6
CC1CCN(C(=O)CN2C(=O)C(=O)N(C(C)C)C2=O)c2ccccc2S1 (stereo not drawn) | -0.7 | 0 | -0.6 | 0 | -2 | 4 | i | -7 | 5 | -11
COc1ccc(NC(=O)N(C)C[C@H]2OCCCC[C@H](C)Oc3ccc(NC(=O)Nc4ccc5c(c4)OCO5)cc3C(=O)N([C@@H](C)CO)C[C@@H]2C)cc1 | 1.6 | 9 | 0.3 | 4 | 3 | 14 | i | · | -17 | 8
COc1cc(NC(=O)C2CC(c3ccccc3Cl)=NO2)cc(OC)c1OC (stereo not drawn) | 0.8 | 1 | 0.0 | -7 | -1 | -3 | i | -9 | 0 | 8
COc1ccccc1/C=C1/SC(=S)N(CCC(=O)Nc2cccnc2)C1=O | 5.5 | -9 | 0.3 | 15 | 7 | 9 | i | -2 | -3 | -15
CS(=O)(=O)N1CCC(C(=O)NCc2ccccc2)CC1 | -1.1 | 1 | -1.5 | -3 | -4 | -4 | i | 9 | 3 | 6
O=C(NCc1ccccc1)C(C1CC1)n1c(CSCCOc2ccccc2)nc2ccccc21 (stereo not drawn) | 3.4 | -5 | -0.1 | -7 | · | · | · | · | · | ·
O=C(Cc1ccccc1)NCC(=O)Nc1cccc(Br)c1 | -0.9 | -4 | 0.5 | 7 | -1 | -5 | i | -7 | 0 | 4
O=c1[nH]cccc1-c1nc2ccccc2n1Cc1ccc(F)cc1 | -0.8 | 8 | 2.6 | -1 | 0 | -4 | i | -10 | -2 | 11
O=C(Nc1ncc2c(n1)-c1ccccc1CC2)c1ccccc1 | -0.8 | 2 | -0.7 | -4 | -1 | 9 | i | -6 | 0 | 1
Cc1cc(C(=O)N/N=C/c2ccc(N(C)C)o2)cs1 | -1.0 | -4 | -0.1 | 1 | 2 | 7 | i | 19 | 4 | 17
CS(=O)(=O)N1CCc2cc(C(=O)N3CCCC3)ccc21 | -1.1 | -2 | 0.3 | 1 | -2 | -4 | i | -6 | -2 | -12
CCOC(=O)c1cccc(C(=O)OCC)n1 | -1.2 | -1 | -0.2 | 0 | 3 | 7 | i | -8 | 3 | 7
CCCc1nnc(NS(=O)(=O)c2ccccc2)s1 | -3.1 | -1 | 0.1 | 4 | 0 | -3 | i | -7 | 0 | 2
CCN(CC)c1ccc(CNc2ccc(Br)cn2)cc1 | 1.1 | 1 | -0.1 | -1 | 4 | 3 | i | -4 | -4 | 4
COCCCNc1nc2ccccc2nc1NS(=O)(=O)c1cccc(C)c1 | -1.0 | 3 | -1.1 | 7 | 0 | 0 | i | -3 | -2 | 9
CCOC(=O)c1c(O)c2cc(Cl)ccc2n(CC)c1=O | -2.5 | 8 | -0.5 | 1 | 1 | -1 | i | -9 | -1 | -16
CCc1nc(N)nc(N)c1-c1ccc(Cl)c([N+](=O)[O-])c1 | 47 | -14 | 0.0 | 2 | 0 | 1 | i | 4 | 2 | 5
COC(=O)COn1c(SC(C)C)nc2ccccc2c1=O | -0.1 | 0 | -0.6 | -5 | -1 | -3 | i | -5 | -2 | -5
O=C(COC(=O)c1cc(=O)c2ccccc2o1)NCc1ccc(Cl)cc1 | -2.3 | 3 | -0.4 | 2 | -2 | 0 | i | · | 57* | -10
CC(C)CN(C(=O)C1=NN(c2ccccc2)C(=O)CC1)c1c(N)n(Cc2ccccc2)c(=O)[nH]c1=O | -1.5 | 3 | -0.3 | 3 | -2 | 2 | i | -2 | 3 | 0
COc1ccccc1-c1noc(CCC(=O)Nc2cccnc2)n1 | -1.6 | -5 | -0.2 | 3 | -2 | 1 | i | · | 4 | 2
CCN(CC)CC(=O)Nc1cccc2c1C(=O)c1ccccc1C2=O | 0.8 | -15 | 0.8 | 0 | 2 | 7 | i | -4 | 26 | -6
CC(=O)Nc1ccc(Nc2c3ccccc3nc3ccccc23)cc1 | 40 | -23 | -0.3 | 3 | 1 | -8 | i | -2 | 57* | -2
CC1O[C@@H]2O[C@](O[C@H](C)CC[C@@H](C)O)(c3ccccc3)O[C@@H]2C[C@H]1O (stereo partly drawn) | -1.6 | 6 | -0.3 | -3 | 0 | -4 | i | -4 | 2 | -6
COc1cccc(CNC(=O)CN(C)S(=O)(=O)c2ccc3c(c2)CC(C)N3C(C)=O)c1 (stereo not drawn) | 0.5 | 4 | 0.0 | -1 | -2 | -1 | i | -6 | -6 | 6
CCC(=O)NC(c1cc(Cl)c2cccnc2c1O)C(C)C (stereo not drawn) | -0.9 | -2 | -0.1 | -1 | 2 | 0 | i | -10 | 2 | 9
COc1ccccc1/C=N/NC(=O)c1cc2c(OC)c(OC)ccc2[nH]1 | 2.8 | -14 | -0.1 | 0 | 1 | -6 | i | -14 | -2 | 9
COC(=O)c1ccc(N2CCN(S(=O)(=O)c3ccc(C)cc3)CC2)c([N+](=O)[O-])c1 | 1.9 | -15 | -1.2 | 1 | 2 | -3 | i | -5 | -1 | -9
COc1cc(OC)c(NC(=O)c2sc3ncn(CC(=O)N4CCN(c5ccccn5)CC4)c(=O)c3c2C)cc1Cl | 26 | -8 | 0.4 | -3 | 4 | -1 | i | -2 | -6 | -2
CCOc1ccc(NC(=O)c2ccc(Cn3nc(C)cc3C)o2)cc1 | -2.4 | 0 | -0.1 | 4 | 0 | -5 | i | -5 | -1 | 10
CN(C)c1ccnc(-n2cccc2/C=N/OCc2ccc(F)cc2Cl)c1C#N | 2.5 | -3 | 0.3 | -1 | 2 | -2 | i | 1 | -4 | -8
COc1ccc2[nH]c(C(=O)N3CCC(n4nccc4NC(=O)C4CC4)CC3)c(C)c2c1 | 0.3 | -4 | -0.1 | 0 | -1 | 6 | i | -1 | 0 | 1
O=C(O)C1CCCN1S(=O)(=O)c1ccc2ccccc2c1 (stereo not drawn) | -0.3 | -1 | -0.9 | 4 | -6 | 3 | i | -1 | 11 | -10
O=C(Nc1nnc(CCN2CCOCC2)s1)c1ccccc1 | -0.1 | -1 | -0.3 | -1 | 3 | 2 | i | -5 | -7 | 18

3 records picked at random from those above:
SMILES | LMPTP inh | SUMO1-SIM PPI | Tb MetRS inh | CSN deneddyl inh | STEP inh | NadD inh | Rpn11 inh | Scp-1 inhibitor | DNMT1 inh | MLLE-PAM2 inh
COc1cccc(CNC(=O)CN(C)S(=O)(=O)c2ccc3c(c2)CC(C)N3C(C)=O)c1 (stereo not drawn) | 0.5 | 4 | 0.0 | -1 | -2 | -1 | i | -6 | -6 | 6
COc1ccc2[nH]c(C(=O)N3CCC(n4nccc4NC(=O)C4CC4)CC3)c(C)c2c1 | 0.3 | -4 | -0.1 | 0 | -1 | 6 | i | -1 | 0 | 1
CC(=O)Nc1ccc(Nc2c3ccccc3nc3ccccc23)cc1 | 40 | -23 | -0.3 | 3 | 1 | -8 | i | -2 | 57* | -2

Going on with the list.
SMILES | LMPTP inh | SUMO1-SIM PPI | Tb MetRS inh | CSN deneddyl inh | STEP inh | NadD inh | Rpn11 inh | Scp-1 inhibitor | DNMT1 inh | MLLE-PAM2 inh
CCOC(=O)c1c(C)nc2ccccc2c1C | -3.0 | -1 | -0.7 | -2 | -5 | 2 | i | -1 | -1 | 7
CN1CC(=O)N(CC(=O)Nc2cccc(S(=O)(=O)N3CCOCC3)c2)C1=O | -1.1 | 0 | 0.4 | -22 | 0 | 3 | i | -2 | 1 | -24
O=C(Nc1cccc([N+](=O)[O-])c1)c1ccc2nsnc2c1 | 0.9 | -30 | -0.3 | 0 | 0 | -5 | i | -8 | 1 | 1
COc1ccc(C2COc3cc(O)ccc3C2)c(OC)c1O (stereo not drawn) | 1.0 | 3 | 0.0 | 0 | -2 | -7 | i | 7 | -3 | -7
CCCCOC(=O)NC1CCS(=O)(=O)C1 (stereo not drawn) | -0.2 | 3 | -0.9 | -4 | 1 | -1 | i | 4 | 6 | -5
Cc1onc(-c2ccccc2)c1C(=O)N1CCN(CCc2ccccc2)CC1 | -0.2 | -6 | 0.0 | 1 | -1 | -2 | i | -2 | -2 | 4
COc1ccc(C(C(=O)NC2CCCCC2)N(Cc2ccco2)C(=O)c2ccccn2)c(OC)c1 (stereo not drawn) | 0.3 | 0 | -0.6 | -4 | -2 | 2 | i | -8 | 1 | -8
C/C(CC1CC(COCC(C)C)OC1=O)=N\NC(N)=S (stereo not drawn) | -1.2 | -2 | -1.3 | 2 | -8 | -1 | i | -1 | 4 | -36
CC(C)C(NC(=O)C1CCCCC1)C(=O)Nc1ccccn1 (stereo not drawn) | -1.4 | -1 | -0.4 | 1 | 1 | 9 | i | -5 | -1 | -6
C#CCn1c(S(=O)(=O)Cc2ccccc2Cl)nc(-c2ccccc2)c1-c1ccccc1 | 2.2 | 4 | -0.1 | -6 | -3 | -6 | i | -8 | 0 | 2
Cc1cccc(NC(=S)NCc2ccco2)n1 | 0.8 | 1 | -0.2 | -2 | 3 | -1 | i | -14 | -1 | 12

Compound activity as filed in PubChem.
